CXXC DNA block: blocks binding of human MLL CXXC domain to DNA | Q03164 | MLL-CXXC / FITC-HOXA9 DNA fluorescence polarization | Potency, µM (titrated, usually from 115 µM), inactives show top-dose activity change, negative = inhibition, usual class: inhibitors | 0.037% of 290,000 active | AID 2662; active means well fitted inhibition curve with a large enough effect in the polarisation, with a control signal flat, not every such curve was filed as active; inconclusive means small, poorly fitted or top-dose-only effect, or effect the other way, or a change in a side signal; inactive means no such curve, though single readings can be large or run the other way; the % refers to the polarisation; further: potency means the concentration at half of the fitted maximal effect
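Steps: dispense CXXC domain solution (7 uM) → pin compounds or unlabeled HOX-A9 DNA control → 5 min ambient → add FLSN-HOX-A9 solution (50 nM) → spin → 30 min ambient → fluorescence polarization. Tris pH 7.5/NaCl/DTT/BSA buffer.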
AT treatment: potential ataxia-telangiectasia treatment. […] A-T fibroblasts, KAP-1 phosphorylation AlphaLISA; neocarzinostatin DNA damage 30 min before lysis. Potency, µM (series often up to 57.5 µM), inactives show at the highest dose activation, hits mostly activators. 0.19% of 320,000 active; further: potency means the concentration at half of the fitted maximal effect; % of control where 0% means no effect; nearly all actives have a fitted effect of over 45% in size
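hTERT-immortalized A-T patient fibroblasts ([…]), 500 cells/well in OPTI-MEM, 1% FBS, got compounds for 60 min, then NCS for 30 min at 37C. Lysates were then assayed for phospho-KAP-1 by AlphaLISA (anti-pKAP1 donor, anti-KAP1 acceptor beads), 6 hr at 25C.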
p53 reactivator: mutant p53 re-activation in reporter cells | H1299 p53-A138V BP100-luciferase reporter, luminescence, 24 h | Potency, µM (top dose mostly 92.2 µM), for the others: top-dose activity change, positive = activation, hits mostly activators | 0.063% of 320,000 active | AID 504706; further: potency means the concentration at half of the fitted maximal effect; % of control where 0% means no effect; nearly all actives have a fitted effect of over 45% in size
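p53-null H1299 cells stably carrying temperature-sensitive p53-A138V and a BP100-luciferase reporter were pinned with compounds (4-point, 1:5 series) and held 24 hrs at 37 deg C. Luminescence was read 10 min after detection reagent.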
TSG101-PTAP inh: blocks PTAP/TSG101 interaction to inhibit HIV-1 budding. Potency, µM (series often up to 115 µM), without a hit: top-dose activity change, negative = inhibition, hits mostly inhibitors. AID 493005. Q99816. 340,000 tested, under 10 active. Fluorescence polarization, FITC-PTAP peptide / Tsg101 binding; active means well fitted inhibition curve with a large enough effect in the main read-out, with a control signal flat, not every such curve was filed as active; inconclusive means small, poorly fitted or top-dose-only effect, or effect the other way, or a change in a side signal; inactive means no such curve, though single readings can be large or run the other way; further: potency means the concentration at half of the fitted maximal effect; % of control where 0% means no effect
Target sequence (Q99816 whole entry, looked up): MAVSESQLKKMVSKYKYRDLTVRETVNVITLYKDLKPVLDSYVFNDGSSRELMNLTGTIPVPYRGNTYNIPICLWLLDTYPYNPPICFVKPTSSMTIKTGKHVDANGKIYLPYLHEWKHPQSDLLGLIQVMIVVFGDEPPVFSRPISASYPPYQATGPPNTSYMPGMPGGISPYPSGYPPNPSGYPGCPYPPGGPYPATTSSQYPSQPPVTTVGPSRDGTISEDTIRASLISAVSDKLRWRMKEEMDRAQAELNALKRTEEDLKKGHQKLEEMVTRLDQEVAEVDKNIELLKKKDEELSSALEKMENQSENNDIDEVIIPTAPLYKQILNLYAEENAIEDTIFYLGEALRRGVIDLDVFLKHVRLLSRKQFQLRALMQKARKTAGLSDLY
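Steps: Tsg101 binding domain dispensed (10 uM final), compounds pinned in DMSO, FITC-labeled PTAP-motif peptide added (50 nM final); after 20 min binding at room temperature, polarization measured.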
a7 integrin act: integrin-mediated muscular dystrophy alleviation activation; 0.064% of 350,000 active; alpha7betagal myoblasts, beta-gal FDG fluorescence, 48 h; Potency, µM (doses to about 38.3 µM), inactives show top-dose activation, actives largely listed as activators;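 further: potency means the concentration at half of the fitted maximal effect; 100% = response of the positive control SU9516; nearly all actives have a fitted effect of over 60% in size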
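alpha7betagal+/- myoblasts (passage 13, 250/well) treated 48 h at 37C with compounds at 1:260 dilution of DMSO stock. Lysed, then beta-galactosidase activity read as FDG fluorescence (ex 480/em 540) after 30 min, with pre-read for autofluorescence.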
TRPV1 agonist: human TRPV1 agonism; Q8NER1; TRPV1-expressing cells, Fluo-8 calcium influx, agonist mode; activation, % at 8.33 µM; 0.19% of 320,000 active; AID 540275; in the data active means activation above about 80%; inconclusive means between about 30% and that limit; further: 0% is about no effect
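Cells expressing TRPV1 were dye-loaded with Fluo-8 and read kinetically: 10 s baseline, 3 min after compound (agonist portion), then 2 min after EC20 capsaicin (allosteric enhancer portion). Calcium-bound dye fluorescence at 480/520 nm.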
BRCA1 expr up: BRCA1 expression activation; MCF7-BRCA1-FFLuc reporter, luminescence, 48 h; response scale: scaled: vehicle 0%, 10 µM genistein 100%; 1.1% of 380,000 active; Potency, µM (doses to about 46.1 µM), without a hit: at the highest dose activation, usual class: activators; further: potency means the concentration at half of the fitted maximal effect; nearly all actives have a fitted effect of over 80% in size; some results filed as inactive show a strong effect at the top dose
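First, MCF7-BRCA1-FFLuc cells (2000/well) attach for 2 h; next, compounds are pin-added and incubated 48 h at 37 °C; finally, luciferase reagent is added and luminescence read after 15 min.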
TCR act: activates T cell receptor signaling; 330,000 tested, under 10 active; Potency, µM (top dose mostly 9.22 µM), inactives show top-dose activation of IL-2 secretion, actives largely listed as activators; primary human leukocytes, anti-CD3, IL-2 HTRF, 48 h; further: % of control where 0% means no effect
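Primary human leukocytes incubated 48 hr with anti-CD3 beads plus compound, without co-stimulation. Secreted IL-2 measured by HTRF (europium cryptate/d2 anti-IL-2 pair, 320 nm excitation, 665 nm emission).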
B2AR arrestin: recruits beta-arrestin to the human beta2-adrenergic receptor; beta-arrestin recruitment to beta2AR, cell-based reporter; 0.02% of 330,000 active; P07550; AID 492947; Potency, µM (highest dose often 46.1 µM), without a hit: top-dose activation, hits mostly activators;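 further: potency means the concentration at half of the fitted maximal effect; 0% = DMSO controls and full agonism = EC100 isoproterenol or metaproterenol; nearly all actives have a fitted effect of over 65% in size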
Target sequence (P07550 whole entry, looked up): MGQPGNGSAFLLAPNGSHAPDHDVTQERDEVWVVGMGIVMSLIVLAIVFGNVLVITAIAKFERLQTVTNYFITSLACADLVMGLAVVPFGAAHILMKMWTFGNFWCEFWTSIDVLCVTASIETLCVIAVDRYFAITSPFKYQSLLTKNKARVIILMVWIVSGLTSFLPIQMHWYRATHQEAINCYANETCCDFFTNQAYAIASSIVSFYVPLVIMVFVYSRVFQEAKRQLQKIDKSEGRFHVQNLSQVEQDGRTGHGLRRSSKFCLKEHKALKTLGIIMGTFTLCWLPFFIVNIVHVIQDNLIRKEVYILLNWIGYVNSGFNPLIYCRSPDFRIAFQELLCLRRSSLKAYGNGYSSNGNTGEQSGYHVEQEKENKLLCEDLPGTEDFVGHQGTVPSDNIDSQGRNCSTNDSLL
ELG1 repair inh: inhibitors of ELG1-dependent DNA repair in HEK293T cells | HEK293T ELG1-luciferase reporter, luminescence, 16 h; DNA damage induced by 5-fluorouridine | Potency, µM (series often up to 46.1 µM), for the others: at the highest dose activity change, negative = inhibition, hits mostly inhibitors | 2.3% of 330,000 active | AID 504467; further: potency means the concentration at half of the fitted maximal effect; on the % scale 0 is the no-effect control and ±100 the full control effect; nearly all actives have a fitted effect of over 55% in size
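Reporter activity after DNA damage by 5-fluorouridine is monitored. Compound-treated cells incubate 16 hr at 37 °C, then ONE-Glo is added for 30 min before luminescence reading.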
* marks the source's active call; other numbers are inactive results; ? = inconclusive; / = not tested or not shown; [ ] = dose if it differs, or a comment. Unless noted, the call rests on the fitted dose curve; in most records, active means well fitted curve in the direction sought with a large enough effect; inconclusive means small, poorly fitted or top-dose-only effect, or another doubt; inactive means no such curve, though single readings can be large; an effect the other way counts as inactive or inconclusive.

SMILES	CXXC DNA block	AT treatment	p53 reactivator	TSG101-PTAP inh	a7 integrin act	TRPV1 agonist	BRCA1 expr up	TCR act	B2AR arrestin	ELG1 repair inh
CSc1ccccc1NC(=O)CN(C)CC(=O)Nc1ccccc1F	-1%	6%	-10%	-4%	5%	-1	2%	2%[46.1 µM]	-0.9%	-13%
COc1ccc(C(=O)CSc2n[nH]c(C)n2)cc1[N+](=O)[O-]	16%	-3%	-3%	-5%	15%	5	2%	-5%	-0.2%	-22%
O=C1c2ccccc2C(=O)C1c1ccccc1	-6%	/	1%	0%	/	-2	5%	6%	-1.2%	11%
CCOC(=O)C1=C(C)N=C2SCCC(=O)N2C1c1cccs1 (stereo not given)	4%	-7%	-4%	0%	17%	-2	3%	-3%	0.1%	-16%
COc1ccc(C(=O)N2CCCC2)cc1S(=O)(=O)N1CCC(C)CC1	11%	9%	-8%	-4%	14%	-3	-19%	-8%	-0.4%	-1%
O=C(CCN1CCCCC1)N=Nc1c(O)[nH]c2ccccc12	-1%	2%	0%	-1%	-34%	1	-21%	-6%	0.2%	0%
COc1ccc(NC(=O)CSc2ncn[nH]2)c([N+](=O)[O-])c1	4%	-5%	2%	-2%	5%	4	35%	/	-0.1%	10%
O=C(CCn1c(=O)c2sccc2n(CC(=O)OCc2ccccc2)c1=O)NCc1ccco1	-7%	2%	-6%	1%	?	-1	1%	7%	0.3%	?
Cc1ccc(OCC(=O)NC2CCCC(C)C2C)c([N+](=O)[O-])n1 (stereo not given)	/	7%	5%	0%	-19%	20	13%	4%	0.3%	?
Cc1ccccc1OCC(=O)NCCCNC(=O)c1ccccn1	-1%	-4%	10%	2%	-1%	0	23%	3%	-0.4%	-3%
COc1cc(/C=C2\SC(=S)N(CCC(=O)Nc3ccccc3)C2=O)cc(OC)c1OC	23%	5%	-2%	6%	0%	7	0%	-3%	-0.7%	?
CC1CN(S(=O)(=O)c2ccc(C(=O)NC3CCCCC3)cc2)CC(C)O1 (stereo not given)	/	2%	-1%	-1%	-3%	/	-20%	3%	-0.8%	?
CCN(CC)c1ccc(NC(=O)C2=CC=CN3CCS(=O)(=O)N=C23)cc1	/	-11%	13%	-3%	-49%[inhibitor]	-2	39%	-1%	-0.1%	?
O=S(=O)(Nc1cc(F)ccc1F)c1cccc2nsnc12	-17%	-21%	5%	3%	24%	0	15%	1%	0.1%	0%
CSc1nc(C)c(CCOC(=O)c2cccc(Cl)c2)c(=O)[nH]1	0%	1%	-1%	0%	9%	/	0%	-13%	0.3%	17%
CCOc1cc(NC(=O)c2cccs2)c(OCC)cc1NC(=O)c1cccnc1	-8%	-1%	10%	0%	11%	-1	-6%	8%	0.3%	-1%
CCOC(=O)c1cccc(NC(=O)Cn2cc3c(n2)CCC(C)C3)c1 (stereo not given)	-4%	3%	-8%	-6%	-1%	5	27%	2%[46.1 µM]	0.3%	1%
Cc1ccc(S(=O)(=O)N2CCN(C(=O)CSc3cc(C)ccc3C)CC2)c(C)c1	3%	9%	-3%	-2%	13%	0	-43%	-2%	0.0%	12%
O=C1CC(c2ccccc2)CC(O)=C1C=NCCN1CCNCC1 (stereo not given)	8%	2%	5%	-2%	7%	0	-2%	1%	0.5%	-4%
CCC(C(=O)NC1CCCC1)n1c(SCc2cccc(C)c2)nc2ccncc21 (stereo not given)	5%	3%	5%	-1%	18%	-3	-33%	2%	-0.4%	1%
Cc1c(OCC(=O)NC(Cc2c[nH]c3ccc(O)cc23)C(=O)O)ccc2c3c(c(=O)oc12)CCC3 (stereo not given)	3%	14%	3%	-3%	-2%	3	-22%	1%	-0.6%	10%
COC(=O)CC1Oc2ccccc2N(Cc2ccccc2)C1=O (stereo not given)	4%	2%	-7%	-5%	-24%	15	9%	3%	-0.2%	?
Cc1ccccc1NC(=O)CSCCN1C(=O)c2ccccc2C1=O	15%	2%	-11%	-3%	2%	3	-5%	5%[46.1 µM]	-0.1%	-1%
Cc1ccc(C(=O)NNC(=S)NC(=O)COc2ccccc2)cc1	2%	2%	-2%	-1%	-12%	-2	20%	/	0.0%	2%
OCC[C@H]1C[C@H](O)[C@@H](O)[C@]2(CCc3ccccc3O2)O1	/	7%	10%	-1%	-15%	-2	-4%	9%	-0.1%	?

Random excerpt: 3 records from the list
SMILES	CXXC DNA block	AT treatment	p53 reactivator	TSG101-PTAP inh	a7 integrin act	TRPV1 agonist	BRCA1 expr up	TCR act	B2AR arrestin	ELG1 repair inh
CSc1nc(C)c(CCOC(=O)c2cccc(Cl)c2)c(=O)[nH]1	0%	1%	-1%	0%	9%	/	0%	-13%	0.3%	17%
COc1cc(/C=C2\SC(=S)N(CCC(=O)Nc3ccccc3)C2=O)cc(OC)c1OC	23%	5%	-2%	6%	0%	7	0%	-3%	-0.7%	?
OCC[C@H]1C[C@H](O)[C@@H](O)[C@]2(CCc3ccccc3O2)O1	/	7%	10%	-1%	-15%	-2	-4%	9%	-0.1%	?

(list continues)
SMILES	CXXC DNA block	AT treatment	p53 reactivator	TSG101-PTAP inh	a7 integrin act	TRPV1 agonist	BRCA1 expr up	TCR act	B2AR arrestin	ELG1 repair inh
Cc1[nH]n(-c2ccc(Cl)c(Cl)c2)c(=O)c1CCO	-2%	7%	1%	-8%	5%	-5	-2%	-3%	-0.1%	27%
O=C(NC1CCCCC1)C12CC3CC(C1)CC(n1cncn1)(C3)C2	6%	4%	-2%	-4%	-7%	1	18%	-3%	0.4%	11%
CCc1ccccc1N(C1=NCCCS1)S(=O)(=O)c1ccc(C(C)(C)C)cc1	?	12%	5%	0%	-21%	26	-27%	0%[46.1 µM]	-0.8%	5%
COCCCNS(=O)(=O)c1ccc2[nH]c3c(c2c1)CCCCC3	21%	-5%	5%	6%	5%	2	-20%	10%	-0.3%	?
CCN(CC)C(c1ccc(F)cc1)c1nnnn1C1CCCCC1 (stereo not given)	-9%	8%	-1%	-5%	-2%	20	-3%[1.84 µM]	3%	0.1%	-6%
CCN1C/C(=C\c2cccc([N+](=O)[O-])c2)C(=O)/C(=C/c2cccc([N+](=O)[O-])c2)C1	4%	22µM*	-24%	-2%	-61%[inhibitor]	-1	-86%[inhibitor]	-2%[46.1 µM]	?	3.3µM*
COC(=O)C1=C(CS(=O)(=O)c2ccc(C)cc2)NC(=O)NC1c1ccc(OC)c(OC)c1 (stereo not given)	-8%	3%	0%	-7%	-11%	1	3%	0%	0.7%	12%
Cc1ccc(C2(C)NC(=O)N(CC(=O)NC(C)c3ccccc3)C2=O)cc1 (stereo not given)	31%[activator]	-4%	7%	-3%	8%	1	23%	4%	0.3%	-8%
N#CCCN(C(=O)COC(=O)c1n[nH]c2ccccc12)c1ccccc1	/	6%	-1%	-4%	11%	/	-20%	-2%	0.4%	-3%
COc1ccc(Nc2ccc(S(=O)(=O)N3CCCCC3)cc2[N+](=O)[O-])cc1OC	10%	-16%	-5%	4%	-25%	0	-48%	0%[46.1 µM]	-2.8%	?
CCOC(=O)c1ccc(-c2cccc(C(F)(F)F)c2)nc1C	5%	16%	17%	-3%	6%	22	4%	-1%	0.2%	?
O=C(c1cccc(F)c1)N(Cc1nc2ccccc2c(=O)[nH]1)C1CCCC1	6%	4%	2%	-3%	-26%	-2	-6%	1%	0.8%	-4%
Cc1csc(NC(=O)c2ccc3ccccc3n2)n1	?	2%	?	-2%	-66%[inhibitor]	?	-3%	-9%	0.0%	?
C/C(Nc1ccc(F)cc1)=C(/C#N)C(N)=O	1%	3%	1%	-7%	-6%	-3	-8%	3%	-0.1%	8%
CCNCC(=O)Nc1c(C)cccc1C	/	22%	0%	-1%	/	-3	10%	-11%	0.0%	-2%
COc1nnc(-c2ccc(C(=O)N3C[C@@H]4C[C@H](C3)c3cccc(=O)n3C4)cc2)c2ccccc12	-7%	4%	-5%	-22%	8%	-4	-11%	1%	-1.2%	3%
COc1ccc(Nc2nc(-c3ccccc3)nc3ccccc23)cc1	13%	1%	3%	1%	22%	21	7%	14%	-0.2%	21µM*
O=[N+]([O-])c1ccc(OCc2n[nH]c(=S)n2-c2ccccc2)cc1	1%	7%	3%	-1%	-18%	0	-9%	/	-0.1%	-3%
COc1ccc(C2C(C(N)=O)=C(C)Nc3ncnn32)cc1 (stereo not given)	6%	6%	4%	-9%	-4%[7.66 µM]	-2	2%	10%	0.0%	11%
COc1cc(OC)cc(C(=O)NCC(=O)OCC(=O)Nc2cc(S(C)(=O)=O)ccc2Cl)c1	31%[activator]	-2%	-2%	-6%	7%	-3	18%	1%	-0.2%	-8%
O=C(CCCN1C(=O)/C(=C/c2ccccc2OC(F)F)SC1=S)Nc1cccnc1	/	9%	-21%	9%	-56%[inhibitor]	/	-76%	-1%[46.1 µM]	-1.2%	21µM*
COc1ccc(S(=O)(=O)N2CCC(C)CC2)cc1N(C)S(=O)(=O)c1ccccc1	-2%	1%	11%	-1%	0%	16	-20%	-5%	-0.5%	-14%
CC1CCN(C(=O)COC(=O)c2ccccc2NC(=O)c2ccco2)CC1	?	9%	0%	0%	-9%	26	102%	2%	0.5%	?

Random draw from the library (roughly 3.8% active in at least one column).
